human PMI inhibition – MPI enzyme activity inhibition – biochemical, fluorescence intensity, coupled assay, primary screen (AID 1209); purified PMI enzyme, coupled fluorescence intensity; higher % means a stronger effect; one-dose inhibition, % at 20 µM; IC50 in µM for titrated hits; actives 0.42% (n = 190,000);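 further: plate controls were DMSO vehicle for no effect and wells lacking substrate for full effect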
Hep lipid drop – modulators of hepatic lipid droplet formation; AID 1656; AML12 mouse hepatocytes, oleate lipid droplets, BODIPY imaging; actives 0.4% (n = 240,000); inhibition, % at 6.5 µM;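 active means lipid droplet intensity inhibited by at least 50%, with more than 500 cells counted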
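Assay system: AML12 hepatocytes (mouse); Probe or stimulus: oleic acid at 100 µM to induce lipid droplet formation; Dosing: compound at 6.5 µM only; Schedule: compound with oleate, overnight; Detection: fluorescence imaging, 20x objective, two fields per well; Measure: % inhibition of lipid droplet signal.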
Autophagy mod – autophagy modulation, high-content screen; MEF GFP-LC3 puncta imaging; test concentration mostly 10 µM; calls only at 10 µM (by protocol); actives 0.98% (n = 190,000); AID 463193;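 active means percentage of spot-positive cells more than 3 SD above its plate mean, without a fluorescence outlier flag or 80% toxicity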;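 further: spot-positive cell cutoff set from DMSO-treated cells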
TNAP activation fold – human TNAP enzyme activators, primary screen, biochemical, luminescent, no phosphate acceptor, uHTS (AID 1001) | activation fold at 20 µM; hits with a dose series show EC50 in µM | actives 0.03% (n = 200,000) | purified TNAP, luminescent activation assay, no phosphate acceptor; higher activation fold means a stronger effect; in the data active means activation fold from about 3, or a potency from the dose series; inactive means the rest, 99 in 100 with activation fold below about 1.6; further: many of its hits are not listed in these tables
T cell HTS – modulates CD8 T cell binding to vesicles; actives 0.068% (n = 330,000); calls only at 7 µM; AID 2052; 2C CD8+ T cell-vesicle binding, flow cytometry; hits give low values;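 active means response, share of CD8 T cells binding vesicles, and their 90th percentile fluorescence all below set limits, cut at about 80% in these data, passing the limit was not always enough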
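Incubation: binding step 1.5 h, 37 °C, antibody labelling 20 min, ice; system: murine 2C transgenic CD8+ T lymphocytes; technique: cytometric PE anti-B7-1 and Alexa647 anti-CD8 signals after 1% paraformaldehyde fixation; also added: QL9-charged Drosophila Ld/ICAM-1/B7-1 vesicles; control set: naked versus QL9-loaded vesicles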
PMI inhibition – human PMI inhibitors, high substrate, primary screen, biochemical, fluorescence intensity, high mannose 6-phosphate (AID 1220); actives 0.66% (n = 190,000); recombinant PMI enzyme, coupled fluorescence intensity; higher % means a stronger effect; one-dose inhibition, % at 20 µM; IC50 in µM for titrated hits
MT stabilize HCS – stabilizes microtubules in HeLa cells | HeLa tubulin immunostaining HCS, 24 h; share of cells brighter than vehicle mean+2SD | % tubulin-high responders, % at 10 µM | actives 0.83% (n = 200,000);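 active means plate Z-score above 3 for both tubulin-high and condensed-nucleus cell shares, with cell loss under 80%, at 10 µM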;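 further: anti alpha tubulin signal scored within the nucleus-defined area of each cell; some results filed as inactive read as strong as hits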
Insulin prom up – MIN6 insulin promoter up-regulation; z-score at 5 µM; actives 0.3% (n = 190,000); MIN6 insulin promoter-GFP reporter, high-content imaging; hits give high values; AID 1625;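 active means z-score above 3 at 5 µM with at least 500 cells counted in the well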
b-catenin transl – beta-catenin nuclear translocation modulation. HeLa beta-catenin nuclear translocation, immunofluorescence imaging. nuclear translocation activity, % at 5 µM. actives 0.3% (n = 190,000). AID 1665;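 active means nuclear translocation activity above 50% at 5 µM, with a well cell count of 50 or more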;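 further: per-cell ratio of nuclear to cytoplasmic median beta-catenin stain intensity; plate controls were DMSO negative control for no effect and GSK-3 inhibitor IX positive control for full effect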
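Test system: human HeLa cell line; Doses: 5 µM primary, 0.02–20 µM confirmation; Incubation: 24 h compound exposure, 37°C; Detection: beta-catenin immunofluorescence imaging with DAPI; Read-out: beta-catenin nuclear/cytoplasmic ratio, % activation.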
Insulin prom up cell count – second read-out of Insulin prom up, no call of its own (marks repeat the call); cell count; measured here: cytotoxicity, nuclei count;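 total cells summed across four imaged fields per well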
Hep lipid drop cells 6.5 µM – recorded beside Hep lipid drop, whose call it bears; cell count; measured here: cell count, cytotoxicity flag;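 cells counted across two imaged fields per well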
b-catenin transl cell count 5 µM – also measured in b-catenin transl; calls as there; cell count; measured here: cell count, cytotoxicity flag
T cell HTS vesicle-bound % – also measured in T cell HTS; calls as there; double positive events, %; measured here: CD8+ vesicle-bound cell fraction;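 binding gate set so that unloaded-vesicle control wells show 10% double positive cells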
MT stabilize HCS Hoechst-high % – second read-out of MT stabilize HCS, no call of its own (marks repeat the call); % Hoechst-high responders; measured here: nuclear condensation Hoechst responders;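 share of cells brighter than vehicle mean plus two SD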
MT stabilize HCS cytotoxicity % – also measured in MT stabilize HCS; calls as there; toxicity, %; measured here: cytotoxicity by cell density;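 0% = mean cell density of plate MIN control wells and 100% = no cells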
Autophagy mod cell loss 18 h – recorded beside Autophagy mod, whose call it bears; toxicity, %; measured here: cell loss, nuclei count;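 cell loss after 18 h compound exposure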
* = called active by the depositor; i = inactive; . = not tested or not shown. Unless noted, no stated cut-off is given here; in the data, active means inhibition above about 50%; inactive means the rest.

Second line of a record – human PMI inhibition	Hep lipid drop	Hep lipid drop cells 6.5 µM	Autophagy mod	Autophagy mod cell loss 18 h	TNAP activation fold	T cell HTS	T cell HTS vesicle-bound %	PMI inhibition	MT stabilize HCS	MT stabilize HCS Hoechst-high %	MT stabilize HCS cytotoxicity %	Insulin prom up	Insulin prom up cell count	b-catenin transl	b-catenin transl cell count 5 µM
CN(C)C(=O)CN1CCN(Cc2cn(C)nc2-c2ccc3c(c2)OCCO3)CC1
 : -2.8%	-0.2	646	i	-14.5	1.2	i	51.4	-3.3%	.	.	.	0.2	1424	-0.4	952
COc1ccc(-c2cc(=O)oc3c(C)c(O)c(CN(C)C)cc23)cc1
 : 5.6%	-6.2	684	i	-6.0	1.1	i	47.4	11.4%	1.6	1.8	2.8	-0.11	1324	.	.
CC(=O)NC(=S)Nc1ccc(NC(=O)COc2ccc(C(C)C)cc2)cc1
 : -1.6%	-14.0	731	i	-5.4	1	i	56.4	-5.0%	1.2	3.3	5.0	0.2	1314	.	.
O=C(c1ccc(Cl)c(Cl)c1)c1cnc(Nc2ccccc2)s1
 : 4.2%	.	.	i	17.1	1.1	i	39.0	4.1%	2.0	1.2	6.4	-0.36	1575	3.5	1355
CC(C)C[C@H](NC(=O)c1nc[nH]c1C(=O)NC(c1ccccc1)c1ccccc1)C(=O)OCc1ccccc1
 : 17.7%	-20.7	748	i	-12.4	1.1	i	49.0	15.0%	2.6	0.4	4.6	-0.34	1372	1.7	1086
COc1cc(Cl)c(C)cc1NC(=O)CSc1nnc(-c2cccnc2)n1Cc1ccco1
 : -0.9%	.	.	i	-46.4	1.1	i	24.4	2.5%	2.8	2.1	7.8	-2.28	1172	1.5	1036
O=C(CCC1COc2ccccc2O1)Nc1ccccn1 (stereo not given)
 : 10.2%	0.1	608	i	3.2	1.1	i	51.6	9.7%	3.9	1.3	31.3	0.04	1324	.	.
O=C(CSc1ccccn1)Nc1ccc2c(c1)oc1ccccc12
 : 11.0%	2.7	626	i	-4.1	1.1	i	47.7	4.3%	3.9	2.0	1.5	.	.	0.5	944
Cn1c(=O)c2c(ncn2CCCC(=N)N2CCOCC2)n(C)c1=O
 : -8.1%	.	.	i	8.3	1.1	i	57.2	-6.3%	3.1	2.9	5.9	0.11	1464	0.1	1516
COc1ccc(CCN2C(=O)c3cccnc3C2=O)cc1OC
 : 2.7%	.	.	i	-43.4	1.1	i	20.2	-1.3%	8.8	2.5	2.9	-0.41	1488	-3.4	946
O=C(Nc1ccccc1)Nc1cccn(Cc2c(F)cccc2Cl)c1=O
 : 11.2%	28.5	706	i	14.8	1.1	i	12.9	35.6%	1.4	1.8	1.9	-0.75	1467	2.2	1052
COc1ccc2nc3ccccc3nc2c1
 : -50.2%	12.9	739	i	7.0	1.1	i	9.7	-10.3%	5.3	0.8	8.6	1.51	1417	-1.8	1121
COCCOC(=O)c1c(NC(=O)CN(C)c2ccccc2)sc(C(N)=O)c1C
 : 14.3%	5.1	718	i	4.5	1.1	i	25.7	17.9%	2.4	1.5	6.8	0.52	1072	-1.7	1069
Cc1cc(C)c(NC(=O)OCCN2CCOCC2)c(C)c1
 : -4.1%	.	.	i	1.3	1	i	35.1	-0.4%	4.2	3.4	8.3	-0.25	1136	-6.4	987
CCCCCCCC[n+]1c(C)n(-c2ccccc2)c2ccc(NC(C)=O)cc21
 : -18.6%	-13.1	689	i	10.7	1.1	i	4.4	-6.6%	5.4	2.6	8.4	-4.48	560	-1.6	1110

Part of the list above, reduced to human PMI inhibition.
SMILES	human PMI inhibition
COc1ccc2nc3ccccc3nc2c1	-50.2%
COCCOC(=O)c1c(NC(=O)CN(C)c2ccccc2)sc(C(N)=O)c1C	14.3%

Additional entries follow.
Second line of a record – human PMI inhibition	Hep lipid drop	Hep lipid drop cells 6.5 µM	Autophagy mod	Autophagy mod cell loss 18 h	TNAP activation fold	T cell HTS	T cell HTS vesicle-bound %	PMI inhibition	MT stabilize HCS	MT stabilize HCS Hoechst-high %	MT stabilize HCS cytotoxicity %	Insulin prom up	Insulin prom up cell count	b-catenin transl	b-catenin transl cell count 5 µM
COc1ccc(NC(=O)c2cc(OC)c(OC)c(OC)c2)cc1S(=O)(=O)N1CCCCC1
 : -9.0%	-5.7	734	i	-4.6	1.1	i	9.2	3.1%	2.6	0.8	11.8	-1.21	1079	-0.7	1094
CCN(CC)Cc1nc2c(c(=O)[nH]1)C1(CCCCC1)Cc1ccccc1-2
 : 11.9%	1.5	656	i	3.5	1.2	i	35.2	10.2%	1.5	1.3	35.6	0.5	1899	-0.4	1079
C/C(=N\N1C(=O)c2ccccc2C1=O)c1cccc([N+](=O)[O-])c1
 : -7.7%	1.7	706	i	2.5	1.1	i	55.1	-7.8%	1.6	4.2	8.9	0.27	1249	.	.
O=C(NNc1ccc(F)cc1F)C1CCC1
 : .	19.6	723	.	.	.	i	18.2	.	.	.	.	-0.25	1103	0.7	1295
Cn1c2c(c(=O)n(C)c1=O)CN(CCc1ccccc1)CN2
 : 5.6%	10.2	740	i	-2.1	1.1	i	38.8	6.6%	2.0	0.8	7.6	-0.48	1843	-2.3	1101
Cc1ccc(CN2CCN(CC(C)C)C(CCO)C2)s1 (stereo not given)
 : 12.7%	-3.0	717	i	-5.4	1	i	19.7	16.7%	2.0	3.3	7.1	.	.	1.7	893
Cc1cccc(N2C(=O)C3C4C=CC(C5CC45)C3C2=O)n1 (stereo not given)
 : .	8.2	730	.	.	.	i	26.5	.	.	.	.	-0.13	1347	-0.8	1281
O=C(CC1S/C(=N\S(=O)(=O)c2ccccc2)N(c2ccccc2)C1=O)Nc1ccc(F)cc1 (stereo not given)
 : 12.5%	0.4	631	i	4.1	0.9	i	49.5	-2.9%	3.2	1.4	1.7	.	.	-0.4	985
Cc1ccc(NC(=O)c2ccccc2Br)cc1S(=O)(=O)N(C)C
 : -9.2%	-7.1	674	i	6.9	1.1	i	53.9	-3.5%	1.8	1.8	5.6	0.61	1350	-1.8	1134
Cc1cccc(C(=O)NNC(=O)c2ccc(Cl)cc2)c1O
 : -0.6%	2.3	664	i	15.6	0.9	i	32.4	-6.2%	3.0	1.3	7.1	0.89	1843	-1.4	998
CC1=NN(c2nc3ccccc3[nH]2)C(=O)/C1=C/N(C)C
 : -11.8%	2.1	743	i	6.0	1.8	i	26.5	-6.7%	2.7	1.5	3.4	.	.	-1.0	1088
Cc1[nH]n(-c2ccccc2)c(=O)c1CCOC(=O)c1cccc(C(F)(F)F)c1
 : 15.6%	.	.	i	11.7	1.1	i	32.5	6.2%	3.7	2.2	4.8	.	.	.	.
Cc1ccc2nc(NC(=O)C3=NN(c4ccccc4)C(=O)CC3)sc2c1
 : 2.1%	-15.2	635	i	2.5	1.1	i	57.5	1.9%	4.7	2.1	9.9	0.49	1569	-1.9	1115
Cn1c(=O)n(Cc2ccc(F)cc2)c(=O)c2c1nc1n2CCCN1C1CCCCC1
 : 6.0%	.	.	i	-0.1	1	i	16.8	12.1%	1.3	1.2	11.2	-0.99	1171	-5.5	1014
COCCN=c1scc(-c2ccccc2)n1/N=C/c1c[nH]c2ccccc12
 : 25.3%	-5.7	619	i	-3.2	1.5	i	38.2	13.6%	3.4	4.1	6.4	0.14	1406	-1.9	1127
CC(C)C(NC(=O)C1CCC(C(C)(C)C)CC1)C(=O)NCc1cccnc1 (stereo not given)
 : 2.1%	5.7	830	i	2.9	1.1	i	38.4	-4.5%	1.4	1.8	9.4	0.55	838	0.6	1071
CCOc1cc(NC(=S)Nc2cccc(C)c2)c(OCC)cc1NC(=O)CC(C)C
 : 10.3%	.	.	i	-5.1	1.1	.	.	17.5%	1.5	1.6	9.6	-0.52	1744	-1.0	1254
CC(C)(C)[C@H]1C=C(C(=O)N2CCN(Cc3ccccc3)CC2)O[C@@H](OCc2ccc(CO)cc2)C1
 : 8.8%	-1.7	709	i	-1.6	1	.	.	13.7%	2.9	1.8	5.0	0.31	1111	-3.7	1156
COc1cccc2cc(C(C)N(CCCN3CCOCC3)C(=S)Nc3cc(C)cc(C)c3)oc12 (stereo not given)
 : 7.1%	6.2	700	i	20.4	1	i	12.1	-1.2%	2.2	1.7	12.0	-0.89	1405	0.0	1066
CCOC(=O)C1CCCN(c2nc3ccccc3nc2C(C#N)C(=O)OCC)C1 (stereo not given)
 : 5.8%	.	.	i	-14.5	0.9	i	13.6	10.2%	5.6	2.6	17.3	-1.9	1126	-5.3	987
CC1C(=O)C(C)C(c2ccc3c(c2)OCO3)NC1c1ccc2c(c1)OCO2 (stereo not given)
 : 4.0%	.	.	i	-6.8	1.1	i	24.9	6.3%	3.4	2.5	4.3	-1.87	1269	-0.1	1321
Cc1ccc(N/C(=N/S(=O)(=O)c2cccs2)c2ccccc2)c(C)c1
 : 2.4%	-16.0	704	i	4.9	1.1	i	49.2	-4.8%	17.7	32.4	38.6	-1.37	1191	33.8	694
COc1cc(OC)cc(-c2nc3nc(C)c(CCC(=O)NCc4ccco4)c(C)n3n2)c1
 : -4.2%	.	.	i	7.1	0.9	i	23.5	-9.7%	6.3	2.3	10.4	-0.8	978	0.2	750
CCCCc1cc(=O)oc2c(CN3CCCC3)c(O)c(Cl)cc12
 : 15.9%	3.8	785	i	-9.1	1.1	i	44.9	12.9%	3.6	2.4	8.6	-0.46	1292	0.2	1079
COC(=O)c1ccc(NC(=S)N2CCN(Cc3ccccc3Cl)CC2)cc1
 : -1.9%	-2.0	596	i	15.5	1.1	i	16.4	-7.6%	2.7	2.1	5.5	-0.49	1442	-0.7	1098
CC(C)CCN1C(=O)CCC1(C)C(=O)NC1CCCCCCC1 (stereo not given)
 : 9.0%	.	.	i	29.3	1.1	i	36.3	8.4%	1.8	1.2	7.0	-0.06	1012	.	.
O=C(CCc1ccccn1)N1CCCC(CNS(=O)(=O)c2cccs2)C1 (stereo not given)
 : -2.5%	-0.1	733	i	-8.4	1.1	i	38.6	-9.7%	3.0	2.3	5.4	-0.5	1476	-0.8	1024
